Assay outcomes: PubChem, National Center for Advancing Translational Sciences (NCATS)
AmpC detergent: qHTS Inhibitors of AmpC Beta-Lactamase (assay with detergent); P00811; AmpC hydrolysis of nitrocefin, absorbance 480 nm, 0.01% Triton; Potency, µM (series often up to 114 µM), without a hit: at the highest dose activity change, negative = inhibition, usual class: inhibitors; actives 0.041% (n = 370,000); AID 485294, 2010;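 note: potency is the fitted concentration of half-maximal effect; 0% = no-compound wells and -100% = no-enzyme wells; nearly all actives have a fitted effect of over 25% in size; some results filed as inactive show a strong effect at the top dose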
Target sequence (P00811 whole entry, looked up): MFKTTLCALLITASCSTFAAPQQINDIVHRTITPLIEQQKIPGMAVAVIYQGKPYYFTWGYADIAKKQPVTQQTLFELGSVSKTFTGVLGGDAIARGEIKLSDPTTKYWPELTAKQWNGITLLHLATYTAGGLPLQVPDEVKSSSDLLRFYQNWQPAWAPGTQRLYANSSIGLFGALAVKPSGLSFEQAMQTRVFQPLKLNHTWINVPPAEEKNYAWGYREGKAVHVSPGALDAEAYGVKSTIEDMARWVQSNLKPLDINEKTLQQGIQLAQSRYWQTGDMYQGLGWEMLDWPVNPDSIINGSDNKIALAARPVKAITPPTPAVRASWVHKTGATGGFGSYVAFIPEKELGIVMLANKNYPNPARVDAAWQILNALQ
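20 mM phosphate pH 7.0 + 0.01% (detergent screen) or 0.0001% Triton X-100; 5.3 nM AmpC reagent; cpd preinc 15 min RT; nitrocefin (800 uM stock) to start; A480 q20 s × 4 min; Activity was normalised to no-enzyme and no-compound control wells.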
Giardia FBPA inh: qHTS Assay for Inhibitors of Fructose-1,6-bisphosphate Aldolase from Giardia Lamblia. A8B2U2. purified Giardia FBPA. Potency, µM (series often up to 59.6 µM), for the others: top-dose activity, negative = inhibition, most hits filed as inhibitors. actives 0.71% (n = 290,000); note: potency is the fitted concentration of half-maximal effect; nearly all actives have a fitted effect of over 55% in size
Target sequence (A8B2U2 whole entry, looked up): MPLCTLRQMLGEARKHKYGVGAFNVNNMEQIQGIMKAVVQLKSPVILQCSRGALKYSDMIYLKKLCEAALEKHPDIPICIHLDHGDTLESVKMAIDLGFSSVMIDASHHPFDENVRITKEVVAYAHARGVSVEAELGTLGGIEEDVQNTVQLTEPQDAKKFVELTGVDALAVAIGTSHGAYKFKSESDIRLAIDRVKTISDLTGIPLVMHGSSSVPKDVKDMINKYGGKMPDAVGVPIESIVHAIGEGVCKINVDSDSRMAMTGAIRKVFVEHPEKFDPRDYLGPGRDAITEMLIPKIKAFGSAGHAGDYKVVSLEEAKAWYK
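40 nM FBPA preincubated 10 min at RT with compound (up to 57.5 uM final), then substrate plus GAPDH/TPI/NAD/arsenate coupling and diaphorase/resazurin added. Fluorescence read after 20 min at RT, 525/598 nm.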
Sm TGR block: qHTS Assay for the Inhibitors of Schistosoma Mansoni Peroxiredoxins; Potency, µM (highest dose often 114 µM), inactives show at the top dose activity change, negative = inhibition, most hits filed as inhibitors; actives 3% (n = 360,000); AID 485364, 2010; Schistosoma mansoni thioredoxin glutathione reductase (TGR), Q962Y6; purified TGR, DTNB reduction, TNB absorbance 405 nm; note: potency is the fitted concentration of half-maximal effect; nearly all actives have a fitted effect of over 60% in size
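First, TGR (20 nM dispensed) and NADPH were mixed with compound. Second, a 15 min room-temperature incubation followed. Third, further NADPH and then DTNB were added to start the reaction. Finally, TNB absorbance was monitored kinetically.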
AmpC inh no detg: qHTS Inhibitors of AmpC Beta-Lactamase (assay without detergent); P00811; AmpC nitrocefin hydrolysis, absorbance 480 nm, 0.0001% Triton; Potency, µM (titrated, usually from 57.1 µM), inactives show at the top dose activity change, negative = inhibition, usual class: inhibitors; actives 0.52% (n = 330,000); AID 485341, 2010;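 note: potency is the fitted concentration of half-maximal effect; plate controls were no compound for no effect and no enzyme for full effect; nearly all actives have a fitted effect of over 20% in size; some results filed as inactive show a strong effect at the top dose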
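20 mM phosphate pH 7.0 + 0.01% (detergent screen) or 0.0001% Triton X-100; 5.3 nM AmpC reagent; cpd preinc 15 min RT; nitrocefin (800 uM stock) to start; A480 q20 s × 4 min; Activity was normalised to no-enzyme and no-compound control wells.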
HCMV inh: qHTS Assay for inhibitors of the human cytomegalovirus (HCMV) | HFF cells, HCMV-luciferase reporter, 72 h; hits give low values | AID 1259415, 2018 | activity change, negative = inhibition, % at 57.5 µM | actives 4.5% (n = 410,000); in the data active = activity change below about -60%; inconclusive = no clear call, values can overlap the other calls; inactive = above about -39%
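Luciferase read-out from HCMV-luciferase-infected HFFs (MOI 1 PFU/cell) 72 h post infection at 37C; compounds added after 16 h cell attachment; activity normalized between buffer-only basal and Salinomycin (10uM) inhibitor controls.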
AMA1 RON2 block: qHTS for Inhibitors of AMA1-RON; Towards Development of Antimalarial Drug Lead: Primary Screen; AlphaScreen AMA1-biotinylated RON2 peptide binding; Potency, µM (series often up to 58.2 µM), for the others: at the top dose activity change, negative = inhibition, hits mostly inhibitors; actives 0.2% (n = 360,000);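 note: potency is the fitted concentration of half-maximal effect; 0% = vehicle wells and -100% = peptide control; nearly all actives have a fitted effect of over 45% in size; some results filed as inactive show a strong effect at the top dose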
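AMA1 (3D7) with his tag at 25 nM final met compounds first, then biotinylated RON2 peptide at 25 nM; detection used donor plus acceptor beads, 10 µg/mL apiece, read by AlphaScreen after 30 min at room temperature.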
Starred values were filed as active, the others as inactive; u = inconclusive; x = not tested or not shown; & = joins results of further samples; ! = not confirmed by another sample; [ ] = dose if it differs, or a comment. Unless noted, calls come from the whole dose curve; as a rule, active = well fitted curve in the direction sought with a large enough effect; inconclusive = small, poorly fitted or top-dose-only effect, or another doubt; inactive = no such curve, though single readings can be large; an effect the other way counts as inactive or inconclusive. Unless noted, % is set by controls: 0 for no effect and ±100 for the full control effect.

SMILES	AmpC detergent	Giardia FBPA inh	Sm TGR block	AmpC inh no detg	HCMV inh	AMA1 RON2 block
Cc1cc(NC(=O)Cc2cn3ccsc3n2)n(-c2ccccc2)n1	0.1%	-5.2%	1.8%	-7.9%	-30.5	0.2%
COC(=O)c1cn(-c2nc(C)c3c(n2)CCC3)nn1	-3.7%	1.5%	-5.2%	-6.8%[2.29 µM]	u	-14.1%
O=C(COC(=O)/C=C/c1ccc(S(=O)(=O)N2CCCCCC2)cc1)NCc1ccccc1Cl	0.3%	0.3%	-127.7%	-25.0%	-27.8	-14.1%
COc1ccc(Nc2nnc(Cc3ccccc3)c(=O)[nH]2)c(OC)c1	5.0%	-11.0%	7.7%	-33.1%	-18.0	-3.4%
COC(=O)C1=C(C)NC(C)=C(C(=O)OC)C1C(=O)OC(C)C(=O)c1ccccc1 (stereo unspecified)	u	5.4%	2.1%&-13.9%	-8.7%&-0.2%	5.7&-11.3	-4.4%&-5.1%
CCOC(=O)N1CCC(NC(=O)CSCc2cnn(-c3ccccc3)c2-n2cccc2)CC1	-0.4%	3.1%	2.4%	110.4%[activator]	-5.6	-0.3%
CN(CC(=O)Nc1ccccc1Br)C(=O)c1ccncc1	6.5%	x	-27.5%	131.5%[activator]	18.5	8.2%
CN1CCN(C(=O)CCCN2C(=O)/C(=C/c3ccccc3)SC2=S)CC1	-4.3%	0.6%	-7.0%	131.3%[activator]	-94.2*	-8.2%
CCCCc1nc(Cl)c(CO)n1Cc1ccc(-c2ccccc2-c2nn[nH]n2)cc1	u	12.6µM*!	6.1%	-29.7%	1.4	7.5%
Cn1cc(C(=O)NCc2ccccc2)c(=O)c2cc(S(=O)(=O)N3CCOCC3)ccc21	2.2%	x	-0.6%	x	5.0	x
COc1ccc(C(=O)OCc2cc(=O)n3c(C)csc3n2)cc1F	3.2%	x	-3.9%	-19.4%	-7.1	3.9%
COc1cc2c(c(OC)c1OC)-c1ccc(N(C)CC(OC)OC)c(=O)cc1[C@@H](NC(C)=O)CC2	-11.8%	-15.7%	-14.4%	63.9%[activator]	-87.4*	7.7%
Cc1nc(N2CCN(C(=O)c3ccco3)CC2)nc2c1C(=O)CC(C)C2 (stereo unspecified)	0.3%	8.0%	-7.9%	22.1%	-8.6	0.3%
CC(=O)N1CCN(S(=O)(=O)c2cccc(C(=O)Nc3nc4ccccc4[nH]3)c2)CC1	1.1%	u	32.3%	93.3%[activator]	3.8	22.2%
CCN(CC)c1ccc(-c2nnc(SCC(=O)Nc3ccccc3C#N)n2-c2ccccc2)cc1	-1.8%	-2.4%	-27.2%	-11.5%	-18.5	-8.9%
CCOC(=O)c1c(C)[nH]c(-c2csc(C)n2)c1C	-0.2%	-10.5%	10.9%	-17.4%	9.0	-18.1%
O=C(NCCCN1CCN(c2ccc(F)cc2)CC1)Nc1ccccc1Cl	-3.7%	x	2.8%	x	-14.9	x
CCCSC1=C(C#N)C(c2cccnc2)C(C(=O)OCC)=C(c2ccccc2)N1 (stereo unspecified)	u	x	7.7%	-5.1%	-30.0	-2.2%
CCOc1ccc(N2C(=O)c3cccnc3C2Nc2ccc(C)cc2)cc1 (stereo unspecified)	-4.2%	-0.4%	u	29.8%	-21.4	-2.9%
CC1(C)Cc2c(sc3nc(SCC(=O)NCc4ccco4)n(-c4ccccc4)c(=O)c23)CS1	-0.1%	-0.3%	-23.5%	-13.1%	-31.3	-11.2%
Cc1cccc(OCc2ccc(C(=O)N3CCOCC3)o2)c1	-3.5%	3.7%	-7.3%	16.6%	54.8	-11.8%
CC(C)C[C@@H](NC(=O)C1CCC(CNC(=O)[C@@H]2CCCN2C(=O)OC(C)(C)C)CC1)C(=O)O (stereo partly specified)	-11.6%	0.7%	-3.2%	-15.2%	1.1	26.7%
CCC1=NN(C(=O)Cc2ccc([N+](=O)[O-])cc2)C(O)(C(C)(C)C)C1 (stereo unspecified)	2.0%	7.9%	-2.1%	-11.2%	16.2	51.3%[activator]
CC(C)=N/N=C(\c1cccc([N+](=O)[O-])c1)C12CN3CN(CN(C3)C1)C2	2.3%	2.1%	5.2%	-24.6%	-7.8	17.6%
Cc1ccc2c(c1C)NC(=O)CC2c1ccc(Cl)cc1Cl (stereo unspecified)	10.9%	x	6.1%	x	-14.1	x
O=C(CSCc1cccs1)N1CCCC1	-10.4%	3.3%	-0.5%	-15.0%	55.7	-7.7%
CCOC(=O)C1CCCN(C(=O)Cn2ncc3c(C)n(Cc4ccc(F)cc4)c(C)c3c2=O)C1 (stereo unspecified)	0.5%	x	-6.6%	x	-24.7	x
COc1ccc(C(C(=O)NC2CCCC2)N2CCc3ccccc32)cc1 (stereo unspecified)	u	0.2%	-26.3%	-6.8%	-6.6	u
O=C(c1cc(C2CC2)on1)N1CCCC(N2CCN(c3ccc(F)cc3)CC2)C1 (stereo unspecified)	-0.7%	x	-5.3%	70.2%[activator]	u	8.0%
C[C@H](NC(=O)c1nc[nH]c1C(=O)N1CCc2ccccc2C1)C(=O)OCc1ccccc1	3.1%	-9.5%	-8.2%	63.2%[activator]	34.6	37.3%[activator]
Cc1ccc(NC(=O)N2CCN(C(=O)C3CCCO3)CC2)cc1 (stereo unspecified)	-5.8%	x	58.7%[activator]	-22.5%	27.1	14.6%
COc1cc2c(cc1NC(=S)NC(=O)c1c(OC)cccc1OC)oc1ccccc12	u	0.1%	1.4%	-18.5%	u	0.0%
CNC(=O)c1c(NC(=O)c2ccc(S(=O)(=O)N3CCC(C)CC3)cc2)sc2c1CCC2	-1.8%	x	-22.5%	x	-33.0	x
COc1ccc(C)cc1NC(=O)C(Sc1nnnn1C)c1ccccc1 (stereo unspecified)	-2.9%	4.6%	0.2%	-4.9%	-24.6	-10.8%
COC(C[C@H]1O[C@@H]1[C@@H](O)COCc1ccccc1)OC	-1.1%	6.7%	9.6%	-17.2%	u	-0.2%
COC(=O)c1cc(S(=O)(=O)NCc2ccc(Br)cc2)c[nH]1	-1.5%	x	-9.1%	-33.7%	-14.7	1.5%
COc1ccccc1NC(=O)CN1CCN(c2ccccc2OC)CC1	-2.1%	-6.5%	4.0%	113.5%[activator]	-14.0	-1.7%
c1ccc(C2N3CCCN23)cc1 (stereo unspecified)	-0.6%	1.9%	-3.7%	-11.9%	39.5	40.6%[activator]
CSc1cccc(NC(=O)N2CCN(S(=O)(=O)c3ccc4c(ccn4C)c3)CC2)c1	-5.4%	x	-0.5%	x	-12.3	x
COc1ccccc1C1CCN(c2ccc(CO)cc2[N+](=O)[O-])CC1	-5.9%	-4.1%	2.3%	-19.9%	7.0	u
O=C(CCCn1c(=O)c2cccn2c2cccnc21)NCCc1ccc(Cl)cc1	-1.4%&6.7%	x	-2.8%&1.7%	49.4%	u	-10.0%
NC(=O)CC(NC(=O)c1cccc(Br)c1)c1ccc(N2CCCCCC2)c([N+](=O)[O-])c1 (stereo unspecified)	-14.8%	6.8%	0.0%	-35.1%	-31.7	-17.4%
CC(C)(C)OC(=O)N/N=C/c1cccc([N+](=O)[O-])c1	2.0%	18.8%	-14.0%	-16.9%	-11.6	0.0%
CCOC(=O)C(=N/O)/C(C)=N/NC(=O)C(=O)Nc1cc(Cl)ccc1Cl	2.8%	-7.8%	0.8%	-51.2%	-35.3	13.9%
CN(Cc1cccs1)C(=O)Cn1cnc2cc([N+](=O)[O-])ccc2c1=O	u	-4.3%	6.4%	-20.1%	-3.6	-15.2%
COc1ccccc1NC(=O)C1CCCN1S(=O)(=O)c1cccc2nsnc12 (stereo unspecified)	4.2%	x	-1.7%	-3.4%	x	5.2%
Cn1nc(C(=O)Nc2ccc3c(c2)OCCO3)c2ccccc2c1=O	8.1%	x	0.0%	-6.9%	120.2	-1.9%
CCS(=O)(=O)N1CCC(C(=O)Oc2ccc(C)c(C)c2)CC1	u	6.2%	0.4%	18.3%	-17.0	-1.9%

Exported as labelled records: part of the list above
structure: COc1ccccc1NC(=O)CN1CCN(c2ccccc2OC)CC1
  AmpC detergent: -2.1% | Giardia FBPA inh: -6.5% | Sm TGR block: 4.0% | AmpC inh no detg: 113.5%[activator] | HCMV inh: -14.0 | AMA1 RON2 block: -1.7%

structure: c1ccc(C2N3CCCN23)cc1 (stereo unspecified)
  AmpC detergent: -0.6% | Giardia FBPA inh: 1.9% | Sm TGR block: -3.7% | AmpC inh no detg: -11.9% | HCMV inh: 39.5 | AMA1 RON2 block: 40.6%[activator]

structure: CSc1cccc(NC(=O)N2CCN(S(=O)(=O)c3ccc4c(ccn4C)c3)CC2)c1
  AmpC detergent: -5.4% | Giardia FBPA inh: x | Sm TGR block: -0.5% | AmpC inh no detg: x | HCMV inh: -12.3 | AMA1 RON2 block: x

structure: COc1ccccc1C1CCN(c2ccc(CO)cc2[N+](=O)[O-])CC1
  AmpC detergent: -5.9% | Giardia FBPA inh: -4.1% | Sm TGR block: 2.3% | AmpC inh no detg: -19.9% | HCMV inh: 7.0 | AMA1 RON2 block: u

More results.
SMILES	AmpC detergent	Giardia FBPA inh	Sm TGR block	AmpC inh no detg	HCMV inh	AMA1 RON2 block
Cc1c(-n2cc(C(=O)O)c(=O)c3cc(F)c(N4CCCC4)c(F)c32)c(=O)n(-c2ccccc2)n1C	-14.6%	6.8%	0.0%	-20.2%	-9.9	0.3%
O=c1c(-c2cc(-c3ccccc3)nc3c2COc2ccc(Cl)cc2-3)coc2ccccc12	-6.7%	x	8.6%	x	8.0	x
NC(=O)CC(NC(=O)c1ccccc1)c1ccc(NC2CCCC2)c([N+](=O)[O-])c1 (stereo unspecified)	-1.5%	0.0%	-0.4%	-25.7%	-14.5	7.7%
COc1ccc(Cn2ccc3nc(C)c(C(=O)Nc4ccc(OC)c(OC)c4)cc3c2=O)cc1	3.1%	x	2.9%	x	-12.1	x
O=C(Nc1nncs1)c1cc(-c2ccncc2)nc2ccc(Cl)cc12	4.5%	x	0.0%	-2.0%	-37.2	-1.0%
COc1ccc(N=c2oc3cc(O)ccc3cc2C(=O)Nc2ccccn2)cc1OC	-18.1%	1.5%	-8.6%	-15.0%	8.9	-10.1%
COC(=O)C1CCCN1C(=O)C1CCCN1C(=O)CNC(=O)OCc1ccccc1 (stereo unspecified)	u	1.9%	0.9%	3.0%	-6.0	4.3%
Cc1c(Br)c([N+](=O)[O-])nn1CCCC(=O)Nc1c(C)n(C)n(-c2ccccc2)c1=O	3.6%	5.6%	1.6%	-3.1%	-30.3	-10.1%
Cc1ccsc1/C=N/n1c(-c2ccco2)n[nH]c1=S	u	x	31.1%	-35.5%	20.0	55.5%[activator]
